Screens from PubChem BioAssay.
12-LOX inh = ALOX12 (human) lipoxygenase inhibition; actives 1.1% (n = 580,000); purified 12hLO, xylenol orange hydroperoxide absorbance; P18054; Potency, µM (doses to about 108 µM), inactives show at the top dose activity change, negative = inhibition, hits mostly inhibitors; AID 1671190; active = well fitted inhibition curve with a large enough effect; inconclusive = small, poorly fitted or top-dose-only effect, or another doubt; inactive = no such curve, though single readings can be large or run the other way
Target sequence (P18054 whole entry, looked up): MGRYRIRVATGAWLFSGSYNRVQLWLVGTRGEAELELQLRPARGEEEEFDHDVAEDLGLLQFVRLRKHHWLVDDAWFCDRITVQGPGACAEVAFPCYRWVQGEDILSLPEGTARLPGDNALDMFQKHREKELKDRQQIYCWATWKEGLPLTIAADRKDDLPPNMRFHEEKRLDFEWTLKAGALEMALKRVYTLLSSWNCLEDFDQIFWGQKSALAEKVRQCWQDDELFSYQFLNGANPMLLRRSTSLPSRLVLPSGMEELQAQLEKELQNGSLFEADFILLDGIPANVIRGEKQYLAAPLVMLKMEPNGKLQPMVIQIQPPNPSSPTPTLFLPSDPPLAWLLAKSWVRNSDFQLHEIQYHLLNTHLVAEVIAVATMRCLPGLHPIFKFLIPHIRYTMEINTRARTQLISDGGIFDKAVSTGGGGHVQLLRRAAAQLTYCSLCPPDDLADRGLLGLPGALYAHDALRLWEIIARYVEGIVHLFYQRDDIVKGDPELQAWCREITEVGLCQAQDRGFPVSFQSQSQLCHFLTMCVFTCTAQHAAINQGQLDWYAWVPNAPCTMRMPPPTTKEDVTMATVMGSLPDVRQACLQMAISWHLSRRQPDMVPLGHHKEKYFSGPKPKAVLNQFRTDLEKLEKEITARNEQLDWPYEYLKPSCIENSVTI
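Hydroperoxide product was detected by ferrous iron/xylenol orange as the 573 to 405 nm absorbance ratio. Arachidonic acid at 40 uM (final) was turned over for 30 min at room temperature by 150 nM human 12hLO, pH 7.0 Hepes buffer, after 15 min compound preincubation.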
Starred values were filed as active, the others as inactive; ? = inconclusive; [ ] = remark or other dose. % is set by controls: 0 for no effect and ±100 for the full control effect; potency is the fitted concentration of half-maximal effect. Some of the compounds tested; rates above refer to the full screens.

canonical_smiles,12-LOX inh
CC(=O)N(Cc1ccc2c(c1)OCO2)Cc1cc2ccc(C)cc2nc1-c1cccc(C)c1,1.8%
CCN(CC)C(=O)N1CCC2(CC1)CC(N1CCN(c3ccccc3)CC1)CCO2 (stereo not drawn),1.3%
CCNC(=O)N1CCc2nc(N3CCN(C)CC3)sc2C1,1.2%
COc1ccc(C(=O)N[C@H](c2cnn(C)c2)C2CC(O)C2)c(F)c1F (stereo partly drawn),22.1%
CCCOc1ccc(CN(C(=O)c2cc(=O)c3cc(Cl)ccc3o2)C2CCS(=O)(=O)C2)cc1 (stereo not drawn),?
CC(C)c1noc(-c2cn(C3CCN(C(=O)c4ccc(C#N)cc4)C3)nn2)n1 (stereo not drawn),11.2%
Cc1cc(C)c2oc(C(=O)Nc3nnc(SCc4ccccc4F)s3)cc(=O)c2c1,28.0%
COc1ccc(-c2ocnc2C(=O)Nc2c(C)cccc2C)cc1,?
COc1ccc(NC(=O)N2CC(Oc3ccc(-c4nc(-c5ccccc5)no4)cc3)C2)cc1,11.6%
COc1ccc(NC(=O)O[C@@H]2CO[C@H]3[C@@H]2OC[C@@H]3Nc2nccc(-c3cccc(F)c3)n2)cc1,21.0%

Single values from the list:
For 12-LOX inh, Cc1cc(C)c2oc(C(=O)Nc3nnc(SCc4ccccc4F)s3)cc(=O)c2c1 is listed with 28.0%
For 12-LOX inh, CCN(CC)C(=O)N1CCC2(CC1)CC(N1CCN(c3ccccc3)CC1)CCO2 (stereo not drawn) is listed with 1.3%
For 12-LOX inh, CC(C)c1noc(-c2cn(C3CCN(C(=O)c4ccc(C#N)cc4)C3)nn2)n1 (stereo not drawn) is listed with 11.2%
For 12-LOX inh, COc1ccc(NC(=O)N2CC(Oc3ccc(-c4nc(-c5ccccc5)no4)cc3)C2)cc1 is listed with 11.6%

Following part.
canonical_smiles,12-LOX inh
Clc1ccc(-c2onc3ccc(C4OCCO4)cc23)cc1,-10.2%
CCOC(=O)c1nc(NC(C)c2ccccc2)c2ccccc2n1 (stereo not drawn),?
O=C(O)c1cccc(S(=O)(=O)NCc2ccco2)c1,?
O=C(NCCOc1ccccc1)c1nc2c(o1)CCN(Cc1c(F)cccc1F)CC2,11.5%[176 µM]
CCN(CC)CCNC(=O)c1nc(-c2cccc3[nH]ccc23)no1,-14.5%
COC(=O)[C@H](CC(C)C)NC(=O)Nc1ccc2oc(-c3cccnc3)nc2c1,-11.0%
Cc1cccc(NC(=O)CC2CC3CCC2C3)c1 (stereo not drawn),1.8%
Cc1cccc(C(C)C)c1NC(=O)COc1ccc(C(=O)Nn2c(C)ccc2C)cc1,17.9%
COc1ccccc1CC(=O)N1CCCc2ncc(C(=O)Nc3ccccn3)cc21,-2.8%[176 µM]
N#CC1(NC(=O)CSc2cccc3cccnc23)CCCCCC1,?
O=C(Cc1ccc2c(c1)OCO2)N1CCOCC2(CN(Cc3ccccc3)C2)C1,-19.3%[176 µM]
Cc1cc(C)c(NC(=O)CCc2ccco2)c(Cl)c1,?
O=S(=O)(NCc1ccccc1Cn1cccn1)N1CCCCC1,136.2%[activator]
COc1ccc(/C=C/C(=O)NC2CC2)cc1,-23.9%
COc1ccccc1OCCNC(=O)c1ccc2c(c1)C(O)CCCCCN2C (stereo not drawn),48.8%[activator]
O=C(NCc1ccccc1S(=O)(=O)N1CCOCC1)c1ccc(F)cc1,35.6%
CCc1ccc(CNC(=O)Cn2c(C)cc3nc4n(c(=O)c32)CCCC4)cc1,?
COc1ccc(-c2noc([C@@H]3Cc4nc[nH]c4CN3C(=O)CSCC(=O)O)n2)cc1,61.5%[activator][176 µM]
COc1ccc(-c2ccc3ncc(Nc4ccc(C(N)=O)cc4)n3n2)cn1,-28.7%[176 µM]
C=CCOC(=O)C(NC(=O)c1ccccc1)=C(C)C,-17.8%
Cc1ccc(NC(=O)Nc2ccccc2)c(=O)n1CC(=O)NC1CCCCC1,?
COc1cccc(N2C(=O)NC(=NC3CCCCC3)C23CCN(CCC(C)C)CC3)c1,-11.2%[6.33 µM]
COc1ccc(CN2C(=O)C(n3c(C)ccc3C)c3ccccc32)cc1 (stereo not drawn),?
CC(C)n1c(CN2CCC3(CCCN(C)C3=O)C2)nc2ccccc21 (stereo not drawn),110.5%[activator]
Cc1cc(C)c(NC(=O)C(C)SCCO)c(C)c1 (stereo not drawn),18.2%
Nc1cc(=O)[nH]c(SCc2c(Cl)cccc2Cl)n1,0.9%
CC(C)Cc1nc(Cn2cc(S(=O)(=O)N3CCCC3)ccc2=O)no1,45.5%[activator]
CCC[C@H]1[C@@H](NC(=O)Nc2cc(Cl)cc(Cl)c2)CC[C@@]23CCCN2C(=O)CCC[C@@H]13,?
COc1ccc(C(=O)N2CCc3nc(C)nc(-c4ccc(O)cc4)c3C2)cc1,10.2%
O=C(NCc1nc(-c2cccc(F)c2)c(-c2ccccn2)[nH]1)[C@@H]1CCCN1,125.6%[activator]
O=C(COc1cccc(-c2noc(-c3ccccc3F)n2)c1)N1CCCC1,18.6%
COc1ccc(-c2noc(COC(=O)C3=CN(Cc4ccccc4)S(=O)(=O)N=C3C)n2)cc1,3.6%
CN1CCN(C(=O)c2ccnc(-c3nnc4ccc(N(C)c5ccccc5)nn34)c2)CC1,?
COc1cccc(C(O)c2nc(C(=O)Nc3ccc4c(c3)OCC(=O)N4)c(C)o2)c1 (stereo not drawn),-5.0%[176 µM]
COc1ccc(OC)c(-c2ccnc(-n3ncc(C(=O)N(C)CCc4ccccn4)c3C)n2)c1,16.8%
CCN1CCCC1CNC(=O)c1nc(-c2ccc3[nH]ccc3c2)no1 (stereo not drawn),?
CCSc1nc(-c2ccc(C)cc2)nc2c1COC(C)(C)C2,11.9%
COC(=O)c1ccccc1-c1cc(C)cc2c1OC(CNC(=O)c1occc1C)C2 (stereo not drawn),17.6%
Cc1ccccc1C(=O)Nc1c(NC2CCCC2)c2ccccc2oc1=O,33.1%[activator]
CN1CCN(C(=O)CC[C@H]2CNC(=O)[C@@H]3[C@@H](CCN3CC(C)(C)C)N2C)CC1,6.9%[176 µM]
C(=C\c1nc2ccccc2s1)/c1cccc(Oc2ccccc2)c1,11.4%
NC(=O)C1CCN(Cc2nnc3cc(-c4nc(-c5ccccc5)no4)ccn23)CC1,64.7%[activator]
Cc1cc(C)n(C)c(=O)c1C(=O)N[C@@H]1COCC[C@@H]1OCc1ccccc1,40.5%[activator]
COc1ccc(Oc2ccc3c(-c4ccccc4F)noc3n2)c(F)c1,-1.2%
Cc1ccc(NC(=O)CSc2n[nH]c(=O)c3cc(-c4ccco4)nn23)c(Br)c1,?
Cc1ccc(C(=O)NC2CCCN(c3cc(-c4ccccc4)[nH]n3)C2)cc1F (stereo not drawn),16.8%
O=C([C@@H]1C[C@H](F)CN1C(=O)Nc1ccccc1)N1CCCCC1,51.2%[activator]
Cc1ccc(NC(=S)Nc2ccccc2)nc1,22.4µM*
Cc1ccc(-c2cc(C(=O)OC(C)C(=O)NC(=O)NC3CCCC3)c3ccccc3n2)o1 (stereo not drawn),3.98µM*
Cn1ncc(N2CCCC(CC(=O)N3CCN(Cc4ccccc4)CC3)C2)cc1=O (stereo not drawn),3.6%

The list continues:
canonical_smiles,12-LOX inh
Cc1cc(=O)n(CC(=O)Nc2ccccc2C)c(-c2ccc(Cl)cc2)n1,12.6%
CN(CC(=O)Nc1ccccc1Cl)CC(=O)N1CCC(Cc2ccccc2)CC1,-8.0%
Cc1cc(OCC(=O)OCCCC(=O)c2ccc(F)cc2)ccc1Cl,-24.7%
COc1ccc(Cc2cnc(NC(=O)c3cc(=O)c4cc(C)ccc4o3)s2)cc1,20.6%
CCN(C1CC1)S(=O)(=O)c1cccc2cc(C)cnc12,-24.8%
CSc1cccc(NC(=O)Cc2ccc(Cl)cc2)c1,?
OCc1cc(CC2(NC3CCC3)COC2)no1,?
CN1C[C@@H]2CCCN3CCC[C@@H]([C@H]23)[C@H]1CCCC(=O)NCCN1CCOCC1,38.1%[activator]
COc1ccc2[nH]c(C(=O)N3C[C@@H](CO)[C@H](c4ccccn4)C3)cc2c1,1.7%
Fc1ccc2c(c1)nc1n2[C@@H](CNC2CCC2)COC1,29.1%[176 µM]
CCc1noc(-c2ccn3c(CNC(=O)c4ccccc4Cl)nnc3c2)n1,12.8%
O=c1cc(-c2ccc(F)cc2)oc2ccc(Cl)cc12,-22.6%
CCc1nc2c(c(-c3ccc(OC)cc3)n1)CCN([S+](=O)([O-])c1cccc(OC)c1)CC2,8.5%[6.33 µM]
Cc1ccc(-c2cc(C(=O)N3CCC(c4nc(C5CCOCC5)no4)C3)c3ccccc3n2)cc1C (stereo not drawn),12.4%
CN(C)CCNC(=O)C[C@@H]1c2nc(NC(=O)c3ccc(C(C)(C)C)cc3)sc2C[C@@H]2[C@](C)(CO)[C@H](O)CC[C@]21C,?
Cc1nc(N(C)C)ncc1C(=O)NCc1ccccc1Cl,0.1%
CN1C[C@@H](NC(=O)c2ccc(C(C)(C)C)cc2)C[C@H]1c1nc(-c2ccc3ccccc3c2)no1,-0.1%
COc1ccc2cc(C(=O)NC3CCN(C(=O)N4CC5CC(C4)[C@H]4CCCC(=O)N4C5)CC3)[nH]c2c1 (stereo partly drawn),8.4%
COc1cc(OC)c(C2SCCN2S(=O)(=O)c2ccc(C)cc2)cc1OC (stereo not drawn),-28.7%
C#CCNC(=O)c1nc(-c2ccc(Cl)cc2)c2cnccn12,-7.9%[176 µM]
COc1ccccc1-c1noc2nc(OCc3ccc(F)cc3)ccc12,10.6%
O=C(NNC(=O)C1CCCC1)c1ccc(Br)cc1,23.6%
O=C(CSc1nncn1-c1ccccc1F)Nc1ccccc1C(=O)Nc1ccccc1,14.0%
Cc1c(C(=O)NCC(C)C)sc2ncnc(NCC3CCCO3)c12 (stereo not drawn),11.5%
c1ccc(-c2ccc3ncc(Nc4ccncc4)n3n2)cc1,47.7%[activator][176 µM]
CN(Cc1cccc(F)c1)Cc1cccn1C,?
O=C(COC(=O)c1cnc2ccccc2n1)NC1CCCCC1,-14.2%
O=C(NCC1CCCO1)c1ccc(CN2C(=O)NC3(CCOCC3)C2=O)cc1 (stereo not drawn),-1.9%
CCOc1cc(CNCC(C)O)ccc1OCc1ccc(C)cc1 (stereo not drawn),1.0%
CCNC(=O)C1CCc2ncc(-c3ccsc3)n2C1 (stereo not drawn),25.2%

Molecules from the list above that contain a cyano group (two):
canonical_smiles,12-LOX inh
CC(C)c1noc(-c2cn(C3CCN(C(=O)c4ccc(C#N)cc4)C3)nn2)n1 (stereo not drawn),11.2%
N#CC1(NC(=O)CSc2cccc3cccnc23)CCCCCC1,?

The list goes on:
canonical_smiles,12-LOX inh
CC(=O)NC(C(=O)NC(C)c1cccc(Cl)c1)C(C)C (stereo not drawn),-0.3%
Cc1nn(C)cc1CN(C)C(=O)C1CN(S(=O)(=O)c2cccnc2)CC12CCCCC2 (stereo not drawn),56.5%[activator]
Cc1ccc(NC(=O)c2oc3ccccc3c2NC(=O)c2nn(-c3cccc(C)c3)ccc2=O)cc1,33.4%[activator]
Cc1ccc(Nc2ccc([N+](=O)[O-])c3cnccc23)cc1,?
COc1ccc(NC(=O)c2cc3n(n2)CC(c2ccc4c(c2)OCO4)OC3)cc1Cl (stereo not drawn),47.0%[activator]
COc1cccc(N2CC(C(=O)NCc3ccc4c(c3)OCO4)NC2=O)c1 (stereo not drawn),5.5%
O=C(c1cc(C2CC2)[nH]n1)N1CCC2(CC1)NC(=O)N(c1ccc(F)cc1)N2,?
CN1CC(=O)N(C2CCNC2)Cc2c(NC3CCOC3)ncnc21 (stereo not drawn),-6.4%[6.33 µM]
COCCOC1CN(C2CCN(Cc3ccccc3)CC2)C12CCCCC2 (stereo not drawn),61.8%[activator]
CCCCCCCCN1C(=O)[C@@H](CC(=O)NCC23CC4CC(CC(C4)C2)C3)C[C@@]2(C(=O)OC)C1=C[C@H](COCc1ccccc1)O[C@@H]2C,-8.4%
COC[C@@H]1CN(C(=O)c2cccc(Cl)c2)C[C@H]1C(N)=O,14.9%
COc1cccc(/C=C(\C#N)c2ccccc2)c1OC(C)C,10.4%
O=C1CCN(C(=O)C2CCN(C(=O)C3CCCC3)CC2)CCCCCCN1,-2.8%
O=S(=O)(c1ccc(N2CCN(Cc3ccccc3)CC2)nc1)N1CCCCC1,45.1%[activator]
O=C(CSC1=NCCS1)c1ccc2c(c1)OCCO2,51.0%
COc1ccc(-c2nc3cnccn3c2NCCC(=O)O)cc1,?
O=C(c1cccs1)N1CCC2(CCCN(CCC3CCCCC3)C2=O)C1 (stereo not drawn),16.0%
CNS(=O)(=O)c1ccc(C(=O)N2CCCC2c2ccc3c(c2)OCCCO3)cc1 (stereo not drawn),12.4%
Cc1cccc(C(=O)N/N=C/c2ccc(N(C)C)cc2)c1,?
CCCN1C=C(OC(=O)c2ccc(OC)cc2)c2ccccc2S1(=O)=O,-30.3%
COC(=O)c1cc(NC(=O)C2CCC2)cc(C(=O)OC)c1,-21.2%
COc1ccc2cc(/C=N/NC(=O)CN(c3ccccc3OC)S(=O)(=O)c3ccccc3)c(Cl)nc2c1,-0.4%
Cc1nc2ccc(Cl)cc2cc1C(=O)NCc1cccnc1OC(C)C,?
CCOc1ccc(S(=O)(=O)N2CCN(c3ccc(C)c(Cl)c3)CC2)c2ccccc12,30.4%[activator]
O=C(C1CCCN(c2cnn(Cc3ccccc3)c(=O)c2)C1)N1CCCN(c2ncccn2)CC1 (stereo not drawn),44.7%
COC[C@@H]1CN(Cc2ccc(F)cc2F)C[C@H]1C(=O)NC1CC1,50.5%[activator]
